Source: PubChem (several laboratories)
bovine MsrA act = activates bovine MsrA enzyme. actives 0.3% (n = 360,000). AID 602163. activation, % at 10.6 µM. purified bovine MsrA, absorbance read-out; in the data active means activation above about 7.5%;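 further: 0% = vehicle and 100% = reference activator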
E coli Lon inh = inhibits E. coli Lon protease; P0A9M0; purified E. coli Lon protease, fluorescence polarization; inhibition, % at 7.94 µM; actives 0.42% (n = 360,000); AID 602123; in the data active means inhibition above about 13%, passing the limit was not always enough;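 further: 0% = enzyme with probe and DMSO and 100% = no enzyme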
MsrA inh = bovine MsrA inhibition; purified bovine MsrA, absorbance read-out; actives 0.75% (n = 360,000); inhibition, % at 15.5 µM; in the data active means inhibition above about 4.5%;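 further: 0% = vehicle wells with enzyme and 100% = reference inhibitor wells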
FAS TE block = FAS thioesterase (human) inhibition. P49327. recombinant FAS-TE, OMFH fluorogenic substrate, fluorescence endpoint. inhibition, % at 15 µM. actives 0.67% (n = 360,000). AID 602261;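 active means compounds whose normalised, plate-corrected inhibition of enzyme fluorescence in the single-dose primary screen is 50% or more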;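 further: 0% = DMSO with enzyme and 100% = substrate without enzyme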
Tb MetRS inh = blocks T. brucei methionyl-tRNA synthetase activity. purified T. brucei MetRS, ATP depletion, Kinase-Glo luminescence. inhibition, % at 11.9 µM. actives 0.4% (n = 360,000);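 active means inhibition above a per-plate cutoff of the control wells' mean inhibition plus 3 SD, cut at about 5.5% in these data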;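 further: 0% = DMSO wells median and 100% = median of wells with control inhibitor compound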
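Test system – parasite MetRS enzyme · Reagent – substrates ATP, L-methionine and bulk Escherichia coli tRNA · Doses – 11.9 µM compound single dose, 0.9% DMSO · Times – 15 min enzyme-compound preincubation, 2 h reaction, 10 min detection, 25 °C · Signal – Kinase-Glo luminescence, ATP depletion format · Controls – DMSO-only wells as low control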
MLLE-PAM2 inh = blocks PAM2 peptide binding to the PABP1 MLLE domain. P11940. GST-MLLE / FITC-PAM2 fluorescence polarization. inhibition, % at 20 µM. actives 0.36% (n = 360,000); in the data active means inhibition above about 35%, passing the limit was not always enough;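 further: plate controls were DMSO wells with GST-MLLE for no effect and wells lacking GST-MLLE protein for full effect; some results filed as inactive read as strong as hits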
MT1-MMP act inh = blocks activation of human MT1-MMP; actives 0.061% (n = 360,000); GFP/RFP ratio change, % at 20 µM; HT1080 RFP-PRO-GFP cells, GFP/RFP ratio fluorescence, overnight; percent of plate control window, DMSO zero; P50281;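 active means GFP/RFP ratio change of at least 30% with cell ATP level not reduced by more than half and red fluorescence within 50% of control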; further: strong numbers were not always called active
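Assay system: HT1080 RFP-PRO-GFP cells | Dosing: 20 µM single dose, 1% DMSO | Incubation: Cells overnight before dosing, compound overnight, 37 °C, 5% CO2 | Evaluation: GFP/RFP fluorescence ratio | Control set: DMSO-only wells and HT1080 RFP-L50D-GFP cell wells as references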
SKN-1 block = inhibitors of C. elegans SKN-1. inhibition, % at 21.8 µM. actives 0.49% (n = 360,000). C. elegans VP596 Pgst-4::GFP/RFP ratio, acrylamide-induced, 24 h;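 active means interference check ratio from 0.5 to 1.5 plus GFP to RFP signal ratio inhibition reaching or exceeding a fixed threshold, cut at about 30% in these data, passing the limit was not always enough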; further: some compounds called inactive have numbers as strong as hits
NRP1-CendR mod = NRP-1/CendR interaction modulation | O14786 | AID 602438 | inhibition, % at 25 µM | FAM-RPARPAR peptide binding to NRP-1, fluorescence polarization | actives 0.85% (n = 360,000);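 active means inhibition or corrected inhibition above about 18%, plus a signal ratio from 0.5 to 1.5, limit read from the data, passing the limit was not always enough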; further: strong numbers were not always called active
Target sequence (O14786 whole entry, looked up): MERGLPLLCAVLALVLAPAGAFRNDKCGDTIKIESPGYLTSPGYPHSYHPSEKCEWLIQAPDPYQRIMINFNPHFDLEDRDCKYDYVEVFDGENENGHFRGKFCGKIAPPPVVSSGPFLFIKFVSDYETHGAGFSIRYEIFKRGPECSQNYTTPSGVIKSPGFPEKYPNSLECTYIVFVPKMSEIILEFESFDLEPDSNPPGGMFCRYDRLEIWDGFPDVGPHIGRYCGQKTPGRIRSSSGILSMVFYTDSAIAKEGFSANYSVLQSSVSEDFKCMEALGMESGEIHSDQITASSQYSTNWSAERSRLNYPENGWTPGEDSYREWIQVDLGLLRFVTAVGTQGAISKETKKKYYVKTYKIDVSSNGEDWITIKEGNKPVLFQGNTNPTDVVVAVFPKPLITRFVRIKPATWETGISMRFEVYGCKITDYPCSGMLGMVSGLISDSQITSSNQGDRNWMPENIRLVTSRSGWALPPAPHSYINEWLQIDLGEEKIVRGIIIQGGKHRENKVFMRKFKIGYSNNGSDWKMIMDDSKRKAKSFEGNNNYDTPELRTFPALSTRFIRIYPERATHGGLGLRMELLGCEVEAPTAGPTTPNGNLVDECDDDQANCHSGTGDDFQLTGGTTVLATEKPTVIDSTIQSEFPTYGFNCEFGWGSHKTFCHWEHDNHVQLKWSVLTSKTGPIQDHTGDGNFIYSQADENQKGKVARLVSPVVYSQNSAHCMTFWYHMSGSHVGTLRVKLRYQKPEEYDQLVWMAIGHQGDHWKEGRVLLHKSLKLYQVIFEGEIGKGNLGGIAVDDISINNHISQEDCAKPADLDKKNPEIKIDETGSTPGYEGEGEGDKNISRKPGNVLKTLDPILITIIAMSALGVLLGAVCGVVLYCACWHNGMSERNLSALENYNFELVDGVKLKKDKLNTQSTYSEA
An asterisk follows results filed as active; . = not tested or not shown. Random draw from the library, and some 4% of all compounds hit somewhere here.

SMILES	bovine MsrA act	E coli Lon inh	MsrA inh	FAS TE block	Tb MetRS inh	MLLE-PAM2 inh	MT1-MMP act inh	SKN-1 block	NRP1-CendR mod
CC(C)[C@H](NC(=O)NCc1ccc(Cl)cc1)C(=O)O	-1	-2	-1.6	-8	0.2	1	-4	6	-4
COC(=O)c1ccccc1NC(=O)CSc1n[nH]c(-c2ccncc2)n1	-2	-8	0.2	-4	-0.5	-19	3	3	11
Cc1cccc(NC(=O)CCCN2C(=O)C3CC=CCC3C2=O)c1 (centres undefined)	-8	-5	0.2	-5	-0.3	11	2	-11	8
Cc1nc2ccc(Br)cn2c(=O)c1Cl	-3	10	2.1	-7	0.3	-4	0	4	10
COC(=O)c1c(NC(=O)C(C)(C)C)csc1C	-3	-2	3.1	-2	-0.6	-2	-3	-6	-4
O=C(Cc1c(F)cccc1Cl)N1CCN(S(=O)(=O)c2cccc(F)c2)CC1	-3	-1	-0.5	6	0.2	-10	-1	-6	-6
CCOC(=O)N1CCC(N2C(=O)c3ccccc3C2Nc2cc(Cl)c(OC)cc2OC)CC1 (centres undefined)	-4	1	-1.3	4	0.0	-7	6	7	5
CC1CCN(c2c(NCC3CCC(C(=O)NC4CCCCCC4)CC3)c(=O)c2=O)CC1 (centres undefined)	-1	-6	-1.5	2	2.8	-2	9	6	7
COC(=O)Cn1c2nc3ccccc3nc2c2cccc(C)c21	-14	3	0.8	7	-1.8	0	-4	-13	1
CCC(=O)Nc1ccc(C(=O)COC(=O)c2nc3nccc(C)n3n2)cc1	7	-15	1.2	-7	0.0	-5	-1	-6	-41
COc1ccc2oc(C(=O)OCC(=O)N(Cc3ccccc3)C(C)C)c(C)c2c1	-5	7	-0.5	21	-0.4	-18	3	9	-4
CCCCc1nc(C(N)=O)c2[nH]c(=O)n(-c3ccc(OC)c(OC)c3)c2n1	-1	0	.	-2	-0.9	-16	0	5	10
COc1ccc(Cl)cc1Nc1nc(Cl)nc(NCCO)n1	2	-12	-0.7	-4	0.0	-1	-2	11	-5
CCOC(=O)[C@H]1[C@H]2COc3ccc(C)cc3[C@@H]2N2C(=O)c3cc(C)ccc3NC(=O)[C@@]12C	-1	0	1.5	0	-0.1	0	-4	-13	4
COc1cccc(NC(=O)COc2nc3ccccc3nc2C)c1	-3	3	2.8	-8	-0.1	-21	-5	4	-33
CC(C)(C)Cc1c(-c2ccco2)nc2ccc(Cl)cn12	-2	0	0.2	7	0.4	-12	2	15	-6
CCOc1ncccc1C(=O)Nc1ccc(OC)c(S(=O)(=O)N2CCCCC2)c1	-3	-3	-0.1	6	0.1	-5	7	15	-4
CCOc1ccc(NC(=O)CN(C)C(=O)CC2CC3CCC2C3)cc1OCC (centres undefined)	-8	14	0.5	-5	-0.5	1	5	-12	-6
Cc1ccnc(NC(=O)Nc2cccc(F)c2)n1	-11	-3	0.3	-7	-1.6	1	0	-6	8
CCOC(=O)C(NC(=O)c1cccnc1)(Nc1cccc(C)n1)C(F)(F)F (centres undefined)	-3	-9	-1.0	-4	-1.2	8	5	-2	6

Six entries from above, sorted by the value under Tb MetRS inh, highest first:
Compound	Tb MetRS inh
CC(C)(C)Cc1c(-c2ccco2)nc2ccc(Cl)cn12	0.4
CC(C)[C@H](NC(=O)NCc1ccc(Cl)cc1)C(=O)O	0.2
COc1ccc(Cl)cc1Nc1nc(Cl)nc(NCCO)n1	0.0
COc1ccc2oc(C(=O)OCC(=O)N(Cc3ccccc3)C(C)C)c(C)c2c1	-0.4
CCOc1ccc(NC(=O)CN(C)C(=O)CC2CC3CCC2C3)cc1OCC (centres undefined)	-0.5
COC(=O)Cn1c2nc3ccccc3nc2c2cccc(C)c21	-1.8

The list goes on.
SMILES	bovine MsrA act	E coli Lon inh	MsrA inh	FAS TE block	Tb MetRS inh	MLLE-PAM2 inh	MT1-MMP act inh	SKN-1 block	NRP1-CendR mod
Cc1nc2ccccc2c(=O)n1NC(=O)Cc1ccc([N+](=O)[O-])cc1	-3	-3	-0.1	10	0.3	11	0	-4	-12
Cc1nnc2ccc(-c3ccc(NS(=O)(=O)c4ccc(F)cc4F)cc3)nn12	-4	2	1.6	-4	-0.3	-12	6	1	-2
O=S(=O)(CCc1nc2ccccc2[nH]1)c1ccc(Cl)cc1	-4	-5	0.3	-8	1.4	16	0	10	-5
Cc1ccc(C(=O)NCC(=O)OCc2c(F)cccc2Cl)cc1	0	7	-0.5	-2	-0.4	-3	-2	-3	11
Cc1nn(-c2ccccc2)c2c1C(c1ccc([N+](=O)[O-])cc1)C(C#N)=C(N)O2 (centres undefined)	-1	1	1.4	12	-0.3	19	2	11	-6
COc1cccc(C(=O)N2CCN(Cc3cn[nH]c3-c3ccc(F)cc3F)CC2)c1	-7	-1	-0.1	-3	-0.5	-2	-2	4	5
O=C(CSc1cccc2cccnc12)N/N=C/c1ccc(F)cc1	-6	0	1.9	-1	-0.4	-6	0	-8	36*
COc1ccc(/C=C/C(=O)NC(=S)N2CCSCC2)cc1	-5	-4	3.0	0	-0.1	-30	1	5	2
Cc1ccc2nc(NCCNC(=O)c3ccccc3)c(C#N)cc2c1	-6	-2	-1.3	5	0.0	7	-1	15	-25
CC(=O)NCCc1ccc(S(=O)(=O)Nc2ccc3c(c2)OCCO3)cc1	-2	-4	0.5	-3	0.2	4	-1	14	2
Clc1cccc(N/N=C/c2ccncc2)c1	-16	3	1.6	5	-0.9	-12	2	-11	-3
CCn1nccc1C(=O)Nc1cccc(C)c1C	2	-4	0.7	-3	-2.3	6	1	-11	1
COc1cc(NC(=O)c2cnn3c(C(F)F)cc(C4CC4)nc23)c(OC)cc1Cl	0	-7	-0.7	-6	-0.3	-2	6	2	3
C[C@H](CO)N1C[C@H](C)[C@@H](CN(C)Cc2ccc(C(F)(F)F)cc2)OCc2cnnn2CCCC1=O	-6	4	-0.7	-6	-1.4	4	-1	-12	-14
Cc1cc(C)cc(NC(=O)c2cccc(NC(=O)c3ccco3)c2)c1	-1	7	1.0	9	-0.8	-3	3	25	6
CC1(C(=O)NS(=O)(=O)C2CC2)CCCN(C(=O)c2cccc(C(F)(F)F)c2)C1 (centres undefined)	-4	3	-0.5	-10	-0.2	6	1	-14	11
COC(=O)[C@@](C)(O)C1(C(=O)SC(C)(C)C)CC1	-5	-1	0.6	-10	0.2	-10	3	-6	-1
N#Cc1cccc(CS(=O)(=O)c2ccc(Cl)cc2)c1	-3	1	1.1	0	0.1	6	3	-11	1
O=C(CCN1C(=O)[C@@H]2Cc3ccccc3CN2C1=O)NCCc1ccccc1	-3	3	-0.8	0	0.7	-7	1	-9	2
CNC(=S)N/N=C/c1cc(C)ccc1C	-9	-3	1.4	-4	-0.8	3	6	1	-2

Gathered by group, the entries above with a tert-butyl group.
SMILES	bovine MsrA act	E coli Lon inh	MsrA inh	FAS TE block	Tb MetRS inh	MLLE-PAM2 inh	MT1-MMP act inh	SKN-1 block	NRP1-CendR mod
COC(=O)c1c(NC(=O)C(C)(C)C)csc1C	-3	-2	3.1	-2	-0.6	-2	-3	-6	-4
CC(C)(C)Cc1c(-c2ccco2)nc2ccc(Cl)cn12	-2	0	0.2	7	0.4	-12	2	15	-6
COC(=O)[C@@](C)(O)C1(C(=O)SC(C)(C)C)CC1	-5	-1	0.6	-10	0.2	-10	3	-6	-1

For convenience, part of the list above:
SMILES	bovine MsrA act	E coli Lon inh	MsrA inh	FAS TE block	Tb MetRS inh	MLLE-PAM2 inh	MT1-MMP act inh	SKN-1 block	NRP1-CendR mod
N#Cc1cccc(CS(=O)(=O)c2ccc(Cl)cc2)c1	-3	1	1.1	0	0.1	6	3	-11	1
O=C(CCN1C(=O)[C@@H]2Cc3ccccc3CN2C1=O)NCCc1ccccc1	-3	3	-0.8	0	0.7	-7	1	-9	2
CNC(=S)N/N=C/c1cc(C)ccc1C	-9	-3	1.4	-4	-0.8	3	6	1	-2

Sorted by molecular weight (descending): part of the list above.
SMILES	bovine MsrA act	E coli Lon inh	MsrA inh	FAS TE block	Tb MetRS inh	MLLE-PAM2 inh	MT1-MMP act inh	SKN-1 block	NRP1-CendR mod
CC1(C(=O)NS(=O)(=O)C2CC2)CCCN(C(=O)c2cccc(C(F)(F)F)c2)C1 (centres undefined)	-4	3	-0.5	-10	-0.2	6	1	-14	11
COc1ccc(/C=C/C(=O)NC(=S)N2CCSCC2)cc1	-5	-4	3.0	0	-0.1	-30	1	5	2
CNC(=S)N/N=C/c1cc(C)ccc1C	-9	-3	1.4	-4	-0.8	3	6	1	-2

Following part
SMILES	bovine MsrA act	E coli Lon inh	MsrA inh	FAS TE block	Tb MetRS inh	MLLE-PAM2 inh	MT1-MMP act inh	SKN-1 block	NRP1-CendR mod
O=C(Nc1cccc2ncccc12)C(Cl)(Cl)Cl	-3	4	.	-8	0.0	0	-1	-18	-6
COc1cc(NC(=O)CSc2nnc3c(C)cc4cc(C)cc(C)c4n23)c(C(=O)O)cc1OC	-4	2	1.7	-4	0.2	-3	0	5	15
COCCn1c(SCC(=O)N2CCCC2=O)nnc1-c1ccncc1	-7	-5	1.1	-10	-0.1	-60	-4	-9	2
O=C1C2C(c3ccccc3)=NN(c3ccccc3)C2C(=O)N1c1ccccc1 (centres undefined)	-1	10	-0.3	15	0.0	8	5	-3	1
O=C1CCCN1c1ncc(S(=O)(=O)c2ccc([N+](=O)[O-])cc2)s1	-2	4	-0.5	18	-0.6	-10	0	-6	-4
CCc1ccccc1NC(=O)CCS(=O)(=O)c1ccc(C)cc1	0	-10	0.3	4	-0.7	12	-2	7	5
CCOc1cc(CNCCO)ccc1OCC(=O)NC(C)(C)C	-12	0	0.5	-4	-1.7	-8	2	0	-3
O=S(=O)(NCCc1ccncc1)c1ccc(Br)cc1	-4	-3	-0.8	-8	0.0	3	4	11	2
CC1CN(C(C)C(=O)NNC(=O)c2ccc(F)cc2)CC(C)O1 (centres undefined)	-2	6	0.5	-4	-0.2	-1	0	-8	-6
